Assay outcomes: PubChem BioAssay, National Center for Advancing Translational Sciences (NCATS)
IkB signaling: IkB pathway inhibition in ABC-DLBCL cells; Potency, µM (series often up to 57.1 µM), for the others: at the highest dose IkBa stabilization activation; AID 445; hit rate 0.04% among 110,000; ABC-DLBCL IkBa-CBG/CBR dual luciferase ratio, 4 h; response scale: scaled: untreated 0%, proteasome inhibitor 100%; active = well fitted curve in the direction sought with a large enough effect in the signal ratio, not every such curve was filed as active; inconclusive = small, poorly fitted or top-dose-only effect, or a change in a side signal; the % refers to the signal ratio;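 note: the direction sought is a rising ratio; 0% = basal untreated cells and 100% = reference inhibitor full response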
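In this assay, an IκBα–CBG68 fusion accumulates when IKK-driven degradation is blocked; native CBR normalizes for cell number. OCI-Ly3 cells were treated 4 h with compound and doxycycline, then green and red light read after Chroma-Glo addition.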
p53ts 32C kill: cytotoxicity in p53ts cells at permissive temperature; H1299-p53A138V at 32C, ATP luminescence viability, 24 h; Potency, µM (doses to about 46.1 µM), for the others: at the top dose activity change, negative = cytotoxicity, usual class: cytotoxic; hit rate 0.93% among 130,000;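 note: 0% = DMSO and -100% = full killing by reference compound; nearly all actives have a fitted effect of over 55% in size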
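H1299-p53 A138V cells (temperature-sensitive p53) exposed 24 h to up to 46 uM compound at 32C, where p53 is wild-type in conformation. Viability read as ATP luminescence and normalised to DMSO and 100 uM tamoxifen. AC50 fitted with the Hill equation.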
Imprint erasure: inducers of genomic imprint erasure in mouse ES cells; hit rate 0.02% among 110,000; AID 1948; mouse ES Peg3-LacZ reporter, beta-gal luminescence, 40 h; Potency, µM (highest dose often 60.7 µM), for inactives: top-dose activity change, positive = activation, most hits filed as activators;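 note: 0% = negative control wells on the plate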
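Each well holds 300 Peg3LacZ-Neo (maternal) female ES cells incubated 40 h at 37C, 5% CO2. LacZ is measured by BetaGlo luminescence, with AC50 and maximum efficacy derived from dose-response curves.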
p53ts 39C tox: cytotoxicity in p53ts cells at nonpermissive temperature | hit rate 1.5% among 130,000 | Potency, µM (top dose mostly 46.1 µM), for inactives: top-dose activity change, negative = cell killing, usual class: cytotoxic | H1299-p53A138V viability at 39C, ATP luminescence, 24 h; note: nearly all actives have a fitted effect of over 55% in size
* = called active by the depositor; ? = inconclusive; . = no result given; & = joins results of further samples; [ ] = remark or other dose. Unless noted, calls come from the whole dose curve; as a rule, active = well fitted curve in the direction sought with a large enough effect; inconclusive = small, poorly fitted or top-dose-only effect, or another doubt; inactive = no such curve, though single readings can be large; an effect the other way counts as inactive or inconclusive. Unless noted, % is set by controls: 0 for no effect and ±100 for the full control effect; potency is the fitted concentration of half-maximal effect.

canonical_smiles | IkB signaling | p53ts 39C tox | Imprint erasure | p53ts 32C kill
O=C(C1CCCO1)N1CCN(Cc2nc3ccccc3c(=O)[nH]2)CC1 (stereo unspecified) | 1.5% | 2% | -8% | -2%
N#Cc1c(NC(=O)CN2CCN(C(=O)c3ccco3)CC2)sc2c1CCCCC2 | 0.1% | 2% | -12% | -1%
CCOC(=O)c1ccc(NC2OC(=O)c3ccccc32)cc1 (stereo unspecified) | 0.1% | -6% | -2% | 6%
CCCCOc1ccc(C(C)NC(=O)CN2C(=O)CSc3ccc(S(=O)(=O)N4CCOCC4)cc32)cc1 (stereo unspecified) | ? | -29% | -19%[10.9 µM] | -20%
OCC12COC(c3ccccc3)N1C(c1ccccc1)OC2 (stereo unspecified) | 1.2% | 6% | 10% | -3%
COc1ccc(Cn2nnnc2CN(Cc2cc3cc(C)ccc3[nH]c2=O)C2CCCC2)cc1 | -1.2% | 9% | 1% | -13%
O=C(CSc1nc2ccccc2nc1Cc1ccccc1)N1CCN(c2ccccc2)CC1 | ? | -3% | 4%[10.9 µM] | 3%
O=C(NCc1ccc(N2CCCC2=O)cc1)NC1CCCCC1 | -0.6% | 14% | 20% | 0%
COc1ccc(C(=O)N2CCC[C@@]3(CCN(Cc4ccc(C#N)cc4)C3)C2)cc1 | -1.7%[11.4 µM] | -1% | . | 9%
Cc1c(C#N)c(N=CN(C)C)c(C(=O)c2ccccc2)n1-c1ccccc1 | -0.6% | 8% | -10% | 3%
CCOC(=O)N1CCC(Nc2c(NCCCOC)c(=O)c2=O)CC1 | -0.2% | -6% | -3% | 8%
Cc1nnc(NC(=O)Cn2cnc3c2c(=O)n(C)c(=O)n3C)s1 | . | 13% | . | -3%
CCOc1ccc(OCC)c(NS(=O)(=O)c2cc(Br)cc3c2N(C(C)=O)C(C)C3)c1 (stereo unspecified) | -0.9% | 20% | -9%[10.9 µM] | 8%
CC(=O)Nc1ccc(NC(=O)CC2Sc3ccccc3NC2=O)cc1 (stereo unspecified) | 0.1% | -18% | -4%[10.9 µM] | -5%
COc1ccc(C(=O)Nc2nc3ccc(S(C)(=O)=O)cc3s2)cc1 | . | -15% | . | 2%
O=C(COc1ccc(Cl)cc1)NCC(c1ccco1)S(=O)(=O)c1ccccc1 (stereo unspecified) | 1.9% | 9% | -14%[10.9 µM] | 3%
COc1ccc(/C=C/NC(=O)Cc2ccc(OC)c(OC)c2)cc1 | . | 8%&-6%[9.22 µM] | . | 5%&-5%[9.22 µM]
O=S(=O)(NCc1cccnc1)c1cccs1 | 2.7% | -3% | 1% | 7%
COc1cccc(NC(=O)COc2ccc(C)cc2)c1 | . | -7% | . | -16%
CCCN(CCC)CCCNS(=O)(=O)c1ccc2c(c1)oc(=O)n2C | 6.1% | 0% | -7% | 1%
COc1cc(Nc2nc(SCc3cccc(Cl)c3)nc3ccccc23)cc(OC)c1 | ? | -25% | 22%[10.9 µM] | 5%
CN[C@]1(C)[C@@H]2CC[C@@H](C2)C1(C)C | 0.9% | 11% | . | -14%
Cc1nc2cnc(N3CCN(C)CC3)nc2n(CCc2ccccc2)c1=O | -0.2%[11.4 µM] | -5% | ? | -3%
Cc1cc(C)n(-c2ccc(C(=O)Nc3nnc(C4CC4)s3)cc2)n1 | 0.2% | -13% | -6% | 2%
CCOC(=O)c1cc2c(ccn2C)n1CC(=O)N1CCC(Cc2ccccc2)CC1 | ? | 4% | -37%[inhibitor] | 10%
CC(=O)c1cccc(NC(=O)CSc2ncc3c(n2)-c2cc(Cl)ccc2N(Cc2ccccc2)S3(=O)=O)c1 | ? | -5% | -10%[10.9 µM] | 14%
CCCOc1ccc2ccccc2c1/C=N/n1c(C)nnc1-n1nc(C)cc1C | -2.8% | 12% | -16% | 7%
C=CCn1c(SCc2nc(N)nc(N(C)C)n2)nnc1-c1cccnc1 | -0.8% | 9% | -8% | 3%
CCn1cc(C(=O)NCCCOC(C)C)c(=O)c2cc(S(=O)(=O)N3CCOCC3)ccc21 | -1.3% | -19% | 4%[10.9 µM] | 19%
Cc1ccc(/C=C/c2onc(C)c2S(=O)(=O)N2CCC(C(=O)N3CCOc4ccc(C)cc43)CC2)cc1 | 0.5% | -13% | -11%[10.9 µM] | 5%
COc1cc(-c2nc(-c3ccccc3)c(-c3ccc(Br)cc3)[nH]2)cc(OC)c1O | ? | ? | -9%[10.9 µM] | ?
CCOC(=O)c1ccc(N2CCN(c3cccc(Cl)c3)CC2)c(NC(=O)Nc2ccc(OC)cc2OC)c1 | -3.6% | 30%[activator] | -17%[10.9 µM] | 10%
Nc1nc(N2CCCCC2)nc(N(c2ccccc2)c2ccccc2)n1 | 3.6% | 3% | -13% | -1%
Cc1cc(=O)[nH]c(N2CCN(C(c3ccccc3)c3ccccc3)CC2)n1 | 4.5% | -3% | -12% | 0%
O=C(CN1C(=O)COc2ccc(S(=O)(=O)N3CCCCCC3)cc21)N1CCN(c2cccc(Cl)c2)CC1 | ? | -3% | -14%[10.9 µM] | 14%
COc1cccc(N(C(=O)c2cccs2)c2nc3ccccc3s2)c1 | 0.9% | -14% | -8% | 7%
Cc1cccc(Cn2nnc3c(=O)[nH]c(C4CCCN(C(=O)c5ccc(C(C)(C)C)cc5)C4)nc32)c1 (stereo unspecified) | -0.6% | 25µM* | -7%[10.9 µM] | ?
Cc1ccc(S(=O)(=O)c2nnn3c2nc(N2CCN(c4ccccc4F)CC2)c2cc(Cl)ccc23)cc1C | -1.3% | 15% | 2%[10.9 µM] | 6%
COc1ccccc1-c1cc(C(=O)NCCCn2ccnc2)no1 | 5.6% | -5% | -17% | -3%
CCOc1ccccc1NC(=O)C1CCN(C(=O)NCc2ccccc2)CC1 | . | 18% | . | 7%
CC/C(=C\C(=O)c1cccnc1)Nc1ccc(C)c(C)c1 | -0.2% | -7% | -4% | -1%
N#Cc1nc(-c2ccco2)oc1N1CCN(c2cccc(Cl)c2)CC1 | 0.0% | -4% | 25% | 0%
Clc1ccc(N2CCN(c3ncnc4c3oc3ccccc34)CC2)cc1 | 3.4% | 10% | 6% | 1%
COc1ccc(OC)c(CNS(=O)(=O)c2c(C(=O)N3CCCCCC3)c(C)n(C)c2C)c1 | ? | 6% | -14%[10.9 µM] | 5%
COc1ccccc1NC1=NC2(CCCC2)N=C(N)N1 | -1.4% | 3% | 2% | 2%
CCCOc1ccc(C(=O)Nc2cccc(-c3nc4ccccc4[nH]3)c2)cc1 | ? | ? | -7%[10.9 µM] | -10%
CCCc1cc(C(=O)NCc2cccs2)no1 | 14% | 1% | -24% | -9%
Cc1cnc(C(=O)Nc2ccccc2-c2ccc(C)o2)cn1 | -0.6% | -14% | -64%[inhibitor] | -14%
Cc1ccc(-c2nc(C)c(CCNS(=O)(=O)c3ccccc3F)s2)cc1 | ? | -20% | -5%[10.9 µM] | -8%
O=C(CSc1nnc(-c2ccco2)o1)NC1CC2CCC1C2 (stereo unspecified) | 3.2% | 7% | -3% | 0%

Complete entries from above. Order of screens: IkB signaling | p53ts 39C tox | Imprint erasure | p53ts 32C kill
C=CCn1c(SCc2nc(N)nc(N(C)C)n2)nnc1-c1cccnc1 across the screens: -0.8% | 9% | -8% | 3%
Nc1nc(N2CCCCC2)nc(N(c2ccccc2)c2ccccc2)n1 across the screens: 3.6% | 3% | -13% | -1%
Cc1ccc(S(=O)(=O)c2nnn3c2nc(N2CCN(c4ccccc4F)CC2)c2cc(Cl)ccc23)cc1C across the screens: -1.3% | 15% | 2%[10.9 µM] | 6%
CCn1cc(C(=O)NCCCOC(C)C)c(=O)c2cc(S(=O)(=O)N3CCOCC3)ccc21 across the screens: -1.3% | -19% | 4%[10.9 µM] | 19%
CC/C(=C\C(=O)c1cccnc1)Nc1ccc(C)c(C)c1 across the screens: -0.2% | -7% | -4% | -1%

An excerpt of these results, with each value named:
CCCc1cc(C(=O)NCc2cccs2)no1
  IkB signaling = 14%
  p53ts 39C tox = 1%
  Imprint erasure = -24%
  p53ts 32C kill = -9%

Clc1ccc(N2CCN(c3ncnc4c3oc3ccccc34)CC2)cc1
  IkB signaling = 3.4%
  p53ts 39C tox = 10%
  Imprint erasure = 6%
  p53ts 32C kill = 1%

The results go on:
canonical_smiles | IkB signaling | p53ts 39C tox | Imprint erasure | p53ts 32C kill
COc1ccc(-c2cnc(SCC(=O)Nc3nc(C(C)(C)C)cs3)n2Cc2ccco2)cc1 | . | 1% | . | -3%
O=C(Nc1ccc2c(c1)OCCO2)C1CCC1 | 2.2% | -7% | -23% | -5%
Cc1ccc(Nc2ncnc3sc4c(c23)CCC(C)C4)cc1C (stereo unspecified) | -2.8% | 0% | -8%[10.9 µM] | 1%
COC(=O)c1ccc(C(=O)OC)c(NC(=O)c2ocnc2C)c1 | -1.6% | 14% | 8% | 5%
CCN1CCN(c2cc(-c3ccccc3)nc3cc(-c4cccc(F)c4)nn23)CC1 | . | 16% | . | -1%
CCc1cccc2c(C#N)cn(CCOc3ccccc3OC)c12 | 0.7% | -2% | -19% | -1%
CC(C)COC(=O)OCN1C(=O)CN(CCN2CC(=O)N(COC(=O)OCC(C)C)C(=O)C2)CC1=O | -2.8% | -6% | -16% | -10%
COc1cc2ccccc2cc1C(=O)Nc1ccc(N2CCN(C)CC2)cc1 | -0.3% | 13µM* | -25% | ?
O=C(NCCNC(=O)C1CC2CCC1C2)C1CC2CCC1C2 (stereo unspecified) | 2.4% | 8% | 1% | -4%
CS(=O)(=O)c1ccc2nc(NC(=O)C3COc4ccccc4O3)sc2c1 (stereo unspecified) | ? | -11% | 3% | -7%
O=C1CN(C(=O)COC(=O)Cc2ccsc2)c2ccccc2N1 | -1.4% | 0% | -2% | -14%
CC(C)=CCOc1cc2oc(=O)ccc2cc1O | . | -2% | -14% | -3%
Cc1ccsc1-c1nc(CSCC(=O)NCc2ccc3c(c2)OCO3)c(C)o1 | ? | -15% | -12% | 5%
O=c1c(N2CCN(c3cccc(Cl)c3)CC2)csc2ccc(Cl)cc12 | ? | ? | -23%[10.9 µM] | 6%
COC(=O)C1=C(C)NC(=O)CC1c1ccccc1 (stereo unspecified) | . | 1% | . | 4%
CN(C)C(=O)Cn1c(SCC(=O)N2CCCc3ccccc32)nc2ccccc21 | 1.6% | 6% | 3% | -2%
CN(C)c1nc(Nc2ccccc2)nc(Oc2ccc(=O)[nH]n2)n1 | -0.2% | 3% | -6% | -4%
O=c1c(CCc2ccccc2)nc2cnc(N3CCNCC3)nc2n1Cc1ccc(F)cc1 | -2.5%[11.4 µM] | 13µM* | . | 2%
c1ccc(-c2ccc(-c3ccc(C4=NCCN4)cc3)o2)cc1 | -4.4%[11.4 µM] | -14%[9.22 µM] | -16%[10.9 µM] | -1%[9.22 µM]
O=S(=O)(c1cccc(-c2nnc(-c3ccc(Br)cc3)o2)c1)N1CCCCCC1 | -3.2% | -14% | -6% | -22%
O=C(Cc1ccccc1)Nc1c2c(nn1-c1cccc(Cl)c1)CS(=O)(=O)C2 | 1.0% | 7% | 1% | 5%
N#Cc1ccc(CN2CC3(CCN(C(=O)c4ccco4)CC3)C2)cc1 | -1.1%[11.4 µM] | 17% | . | 1%
Cc1nc(NC(=O)c2ccccc2)sc1-c1csc(NCc2ccco2)n1 | ? | -21% | -81%[inhibitor] | -6%
CCCNC(=O)Cn1nc(-c2ccc(C)c(C)c2)c2cnc3ccc(F)cc3c21 | -1.6% | 5% | -7%[10.9 µM] | -1%
CCOC(=O)c1cc(S(=O)(=O)Nc2cc(C)c(Cl)cc2OC)[nH]n1 | ? | -22% | -14%[10.9 µM] | -9%
O=c1[nH]c(SCc2ccc(F)cc2)nc2c1cnn2-c1ccc(F)cc1 | 1.1% | 7% | -13% | 1%

Filtered by structure: those above with a tert-butyl group.
canonical_smiles | IkB signaling | p53ts 39C tox | Imprint erasure | p53ts 32C kill
Cc1cccc(Cn2nnc3c(=O)[nH]c(C4CCCN(C(=O)c5ccc(C(C)(C)C)cc5)C4)nc32)c1 (stereo unspecified) | -0.6% | 25µM* | -7%[10.9 µM] | ?
COc1ccc(-c2cnc(SCC(=O)Nc3nc(C(C)(C)C)cs3)n2Cc2ccco2)cc1 | . | 1% | . | -3%
